High-throughput results (PubChem)
E coli growth – bacterial growth inhibition, counter-screen for AddAB inhibitors; E. coli V3065 growth, OD600 absorbance, 18 h; inhibition, % at 11.9 µM; hit rate 0.27% among 330,000; AID 449728;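 active = inhibition above the campaign's mean inhibition across all tested compounds plus 3 SD, cut at about 9.9% in these data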;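 also: uninfected addAB+ strain grown without phage in ampicillin broth; 0% = DMSO wells and 100% = ciprofloxacin 0.95 µg/ml wells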
HTR5A inv ctr – counter-screen for OPRM1-OPRD1 inverse agonists: human HTR5A inverse agonism; inhibition, % at 9.3 µM; AID 504634; HTR5A cell line, luminescence; hit rate 0.083% among 340,000; in the data active = inhibition mostly above about 23%, no sharp cut-off; inactive = mostly below about 18%;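 also: 0% = cells with DMSO and 100% = no-cell wells with DMSO; some compounds called inactive have numbers as strong as hits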
Mot1-301 SUMO – SUMOylation pathway inhibition by Mot1-301 growth rescue | growth rescue, % at 18.8 µM | S. cerevisiae Mot1-301 growth rescue, ATP luminescence, 38.5C; percent above DMSO median, 100 means doubled | AID 2716 | hit rate 1% among 320,000;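 active = every valid replicate shows activation above 250% relative to neutral control wells; inactive = the rest, any valid replicate at or below 250%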;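 also: OY570 slx delta 5 strain wells were the positive control but not used for scaling; some compounds called inactive have numbers as strong as hits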
phage Ecoli inh – E. coli growth loss with phage present | growth absorbance | inhibition, % at 11.9 µM | hit rate 0.26% among 360,000; in the data active = inhibition above about 11%
PKA-R1A act – activates the PKA-R1A holoenzyme complex | P00514+P68181 | PKA-R1A dissociation, Cy5-IP20 fluorescence polarization; scaled: DMSO 0%, 113 µM cGMP 100% | activation, % at 11.4 µM | hit rate 0.083% among 340,000 | AID 504707;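 active = percent activation above the mean of all tested compounds plus 3 SD, cut at about 19% in these data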;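 also: higher means more PKAc released from R1A so a rise in polarization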
CDK5 inh – CDK5/p35 (human) kinase inhibition; Recombinant CDK5/p35, ADP-Glo luminescence, 60 min; hit rate 0.01% among 330,000; inhibition, % at 10 µM; Q00535+Q15078; AID 488839;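 active = highest replicate inhibition of at least 50% and at least 75% of replicates reaching 50%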;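 also: plate controls were DMSO neutral control for no effect and GW8510 at 10 µM for full effect; many of its hits are not listed in these tables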
DAGLB inhibitor – blocks human DAGLB lipase activity | inhibition, % at 5.17 µM | AID 504411 | Q8NCG7 | HEK293T DAGLB membrane lysate, EnzChek fluorogenic substrate | hit rate 0.059% among 340,000; in the data active = inhibition above about 34%;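 also: 0% = enzyme with vehicle and 100% = wells lacking enzyme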
Target sequence (Q8NCG7 whole entry, looked up): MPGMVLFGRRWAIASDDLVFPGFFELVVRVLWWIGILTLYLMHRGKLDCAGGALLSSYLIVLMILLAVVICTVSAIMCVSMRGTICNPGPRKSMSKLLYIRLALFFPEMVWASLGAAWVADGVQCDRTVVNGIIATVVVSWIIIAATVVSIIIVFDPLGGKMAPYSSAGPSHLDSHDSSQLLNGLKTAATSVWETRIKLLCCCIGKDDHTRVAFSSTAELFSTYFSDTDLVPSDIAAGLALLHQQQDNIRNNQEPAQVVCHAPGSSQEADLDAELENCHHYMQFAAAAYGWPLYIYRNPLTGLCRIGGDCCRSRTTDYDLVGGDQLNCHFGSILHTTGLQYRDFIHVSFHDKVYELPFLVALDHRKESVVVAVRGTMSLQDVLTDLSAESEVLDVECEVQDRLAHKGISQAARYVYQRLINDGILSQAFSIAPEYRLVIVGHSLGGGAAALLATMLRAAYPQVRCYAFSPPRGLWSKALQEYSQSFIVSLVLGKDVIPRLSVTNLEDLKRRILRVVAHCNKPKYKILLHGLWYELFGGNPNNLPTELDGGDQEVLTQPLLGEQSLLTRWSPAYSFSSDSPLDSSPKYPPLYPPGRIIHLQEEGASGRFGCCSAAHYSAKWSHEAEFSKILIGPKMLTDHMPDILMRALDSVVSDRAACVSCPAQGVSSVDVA
PKA-R2B activ – PKA-R2B complex activation. PKA-R2B holoenzyme dissociation, Cy5-IP20 fluorescence polarization; R2B truncated from residue 108, S112A mutant; 0% DMSO only, 100% 113 µM cGMP. activation, % at 11.4 µM. hit rate 0.079% among 340,000. AID 504700;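 active = activation above a cutoff set at the mean over all compounds plus 3 SD, cut at about 18% in these data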;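 also: higher means more holoenzyme dissociation and a rise in polarization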
Target sequence (P31323 whole entry, looked up, other chains not shown, the tested form may be a part): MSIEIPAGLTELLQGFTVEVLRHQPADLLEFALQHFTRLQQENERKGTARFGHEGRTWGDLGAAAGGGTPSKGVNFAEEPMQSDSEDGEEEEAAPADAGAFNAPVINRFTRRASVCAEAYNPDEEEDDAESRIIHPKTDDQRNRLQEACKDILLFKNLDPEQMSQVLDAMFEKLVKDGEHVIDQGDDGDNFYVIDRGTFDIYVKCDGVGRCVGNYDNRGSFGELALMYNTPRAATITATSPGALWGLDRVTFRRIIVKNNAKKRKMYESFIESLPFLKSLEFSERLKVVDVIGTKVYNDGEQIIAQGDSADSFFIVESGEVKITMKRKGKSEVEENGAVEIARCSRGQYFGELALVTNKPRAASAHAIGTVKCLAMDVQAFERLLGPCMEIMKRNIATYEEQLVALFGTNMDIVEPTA
AddAB inh – less growth of phage-infected E. coli with AddAB; E. coli expressing H. pylori AddAB, absorbance growth; inhibition, % at 11.9 µM; hit rate 0.29% among 330,000; in the data active = inhibition above about 12%;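 also: 0% = vehicle wells of infected cells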
Tat export inh – inhibitors of E. coli Tat protein transport; inhibition, % at 10 µM; hit rate 0.036% among 340,000; E. coli MC4100 TorA-mCherry Tat export, fluorescence;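 active = mean replicate inhibition at least 50% and at least half of replicates individually reaching 50%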;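 also: exported cargo escapes ClpAP degradation while cytoplasmic cargo is degraded and loses fluorescence; 0% = median of neutral control wells and 100% = median of NaSCN control wells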
HTR5A ag ctr – activates human HTR5A in OPRM1-OPRD1 agonist counter-screen; HTR5A agonist assay, luminescence, cell-based; activation, % at 9.3 µM; hit rate 0.61% among 340,000; AID 504692; in the data active = activation mostly above about 9.5%, no sharp cut-off; inactive = mostly below about 7.6%;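 also: 0% = cells with vehicle only and 100% = reference agonist; strong numbers were not always called active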
An asterisk follows results filed as active.

Cc1c(Cl)cccc1N/C(=N/S(=O)(=O)c1cccs1)c1ccccc1 was read as E coli growth 3.0, HTR5A inv ctr -20, Mot1-301 SUMO -19, phage Ecoli inh 3.1, PKA-R1A act 5, CDK5 inh -1.8, DAGLB inhibitor -2, PKA-R2B activ -5, AddAB inh 1.9, Tat export inh 7 and HTR5A ag ctr -1.
Screening CC(=O)N1Cc2ccccc2C(C)CC12CCCCC2 (stereo not given) returned E coli growth -3.4, HTR5A inv ctr -17, Mot1-301 SUMO -6, phage Ecoli inh 5.1, PKA-R1A act -8, CDK5 inh -1.4, DAGLB inhibitor -3, PKA-R2B activ -8, AddAB inh 0.9, Tat export inh -5 and HTR5A ag ctr -2.
For O=C(Nc1ccc(Br)cc1)C1CCC(=O)N1Cc1ccccc1Cl (stereo not given) the results were E coli growth -1.6, HTR5A inv ctr 10, Mot1-301 SUMO 384, phage Ecoli inh -0.6, PKA-R1A act -18, CDK5 inh -1.6, DAGLB inhibitor -1, PKA-R2B activ -4, AddAB inh 2.4, Tat export inh -2 and HTR5A ag ctr -2.
For Cc1cc(NC(=O)CN(C)S(=O)(=O)c2cnc[nH]2)ccc1Br the results were E coli growth 1.6, HTR5A inv ctr 8, Mot1-301 SUMO 226, phage Ecoli inh 2.4, PKA-R1A act -4, CDK5 inh 1.7, DAGLB inhibitor 1, PKA-R2B activ -4, AddAB inh 0.3, Tat export inh -4 and HTR5A ag ctr 2.
`COc1cc(CC(=O)OCC(=O)NCc2cccs2)cc(OC)c1OC` gave E coli growth -1.9, HTR5A inv ctr -35, Mot1-301 SUMO -16, phage Ecoli inh 0.1, PKA-R1A act -5, CDK5 inh 0.2, DAGLB inhibitor -3, PKA-R2B activ 7, AddAB inh -1.9, Tat export inh -2 and HTR5A ag ctr 14.
CCOC(=O)CNC(=S)N1CCn2c(nc3ccccc32)C1 was read as E coli growth 0.1, Mot1-301 SUMO 109, phage Ecoli inh 2.1, PKA-R1A act -5, CDK5 inh -3.1, DAGLB inhibitor 2, PKA-R2B activ 8, AddAB inh -1.4 and Tat export inh -2.
Screening CCN(CC)S(=O)(=O)c1ccc2c(c1)nc(CCC(=O)OCC(=O)Nc1c(F)cccc1F)n2C returned E coli growth 0.2, HTR5A inv ctr 6, phage Ecoli inh 4.6, PKA-R1A act -6, CDK5 inh 1.0, DAGLB inhibitor -1, PKA-R2B activ 4, AddAB inh 0.7, Tat export inh -10 and HTR5A ag ctr -2.
`COC(=O)c1cccc(F)c1C(=O)c1cccc2ccccc12` gave HTR5A inv ctr 4, phage Ecoli inh 0.7, PKA-R1A act -1, CDK5 inh -1.1, DAGLB inhibitor -4, PKA-R2B activ 1, Tat export inh 8 and HTR5A ag ctr -1.
`Cc1ccnc(NC(=O)CCC2CCCCC2)c1` gave E coli growth -1.8, HTR5A inv ctr -7, Mot1-301 SUMO -1, phage Ecoli inh 3.0, PKA-R1A act -9, CDK5 inh -0.1, DAGLB inhibitor -3, PKA-R2B activ -2, AddAB inh -0.9, Tat export inh 3 and HTR5A ag ctr 1.
`Cc1ccc(-n2c(SCC(N)=O)nc3c(oc4ccccc43)c2=O)cc1` gave E coli growth -1.2, HTR5A inv ctr 7, Mot1-301 SUMO 6, phage Ecoli inh 0.2, PKA-R1A act -5, CDK5 inh 1.1, DAGLB inhibitor 4, PKA-R2B activ 0, AddAB inh 1.4, Tat export inh 4 and HTR5A ag ctr -2.
`CC(=O)Nc1ccc(NS(=O)(=O)c2cc(-c3cnc(C4CC4)o3)ccc2C)cc1` gave E coli growth 2.6, HTR5A inv ctr 0, Mot1-301 SUMO -4, phage Ecoli inh -1.7, PKA-R1A act 1, DAGLB inhibitor 1, PKA-R2B activ 8, AddAB inh 3.0, Tat export inh 7 and HTR5A ag ctr 8.
CC12C=CC3(CN(Cc4ccccc4)C(=O)C3C1C(=O)NCc1ccco1)O2 (stereo not given) was read as E coli growth -4.2, HTR5A inv ctr -8, Mot1-301 SUMO 84, phage Ecoli inh 0.8, PKA-R1A act -2, CDK5 inh 2.8, DAGLB inhibitor 1, PKA-R2B activ 4, AddAB inh -0.9, Tat export inh -1 and HTR5A ag ctr 3.
O=C(O)COC(=O)C1C(c2ccccc2)C(C(=O)O)C1c1ccccc1 (stereo not given) was read as E coli growth -1.5, HTR5A inv ctr -4, Mot1-301 SUMO -18, phage Ecoli inh 3.5, PKA-R1A act -11, CDK5 inh -0.4, DAGLB inhibitor 0, PKA-R2B activ -5, AddAB inh 2.1, Tat export inh -7 and HTR5A ag ctr 1.
Cc1c(Cl)cccc1NC(=O)C1C2C=CC(C2)C1C(=O)O (stereo not given) was read as E coli growth 0.7, HTR5A inv ctr 17, Mot1-301 SUMO -9, phage Ecoli inh 0.8, PKA-R1A act -3, CDK5 inh -0.1, DAGLB inhibitor 1, PKA-R2B activ -5, AddAB inh 3.7, Tat export inh -6 and HTR5A ag ctr 8.
`Cc1ccc(S(=O)(=O)NC2=NCN(CCOC(=O)c3ccccc3)CN2)cc1` gave E coli growth 1.1, HTR5A inv ctr -7, Mot1-301 SUMO -7, phage Ecoli inh 2.3, PKA-R1A act 1, CDK5 inh -0.1, DAGLB inhibitor 1, PKA-R2B activ -5, AddAB inh 2.2, Tat export inh -1 and HTR5A ag ctr 8.
Screening O=c1c2cn[nH]c2[nH]c(=S)n1-c1ccccc1 returned E coli growth 0.5, HTR5A inv ctr 9, Mot1-301 SUMO -10, phage Ecoli inh 1.9, PKA-R1A act -4, CDK5 inh 0.4, DAGLB inhibitor -3, PKA-R2B activ -6, AddAB inh 4.8, Tat export inh -2 and HTR5A ag ctr -1.
For NCCCC[C@H]1CN=C(N)N1CCc1cccc2ccccc12 the results were E coli growth -1.4, HTR5A inv ctr 0, Mot1-301 SUMO 1, phage Ecoli inh 0.6, PKA-R1A act -2, CDK5 inh 3.5, DAGLB inhibitor 2, PKA-R2B activ -5, AddAB inh 3.8, Tat export inh 3 and HTR5A ag ctr 0.
For COc1ccc(-c2nc(SC)n(C(=O)c3ccco3)n2)cc1 the results were E coli growth -1.8, HTR5A inv ctr -25, Mot1-301 SUMO 34, phage Ecoli inh 0.3, PKA-R1A act 7, CDK5 inh -0.1, DAGLB inhibitor 0, PKA-R2B activ -2, AddAB inh 1.9, Tat export inh 0 and HTR5A ag ctr -2.
For NC(=O)[C@@H]1[C@@H]2C(=O)N(c3ccc(F)cc3)C(=O)[C@@H]2[C@H]2C=Cc3ccccc3N21 the results were E coli growth -0.3, Mot1-301 SUMO -11, phage Ecoli inh 0.1, AddAB inh 5.2 and Tat export inh 0.
`O=C(c1cccc(Cl)c1)C1CCCN(Cc2ccc(N3CCNC3=O)cc2)C1` (stereo not given) gave E coli growth -1.0, HTR5A inv ctr -19, Mot1-301 SUMO 5, phage Ecoli inh 2.7, PKA-R1A act -10, CDK5 inh -0.7, DAGLB inhibitor -1, PKA-R2B activ -6, AddAB inh 2.1, Tat export inh 3 and HTR5A ag ctr 1.
COc1cccc(Nc2nc(N)c([N+](=O)[O-])c(N3CCOCC3)n2)c1 was read as E coli growth -1.0, HTR5A inv ctr -5, Mot1-301 SUMO 205, phage Ecoli inh 3.3, PKA-R1A act 5, CDK5 inh 0.5, DAGLB inhibitor 0, PKA-R2B activ -1, AddAB inh 2.0, Tat export inh 7 and HTR5A ag ctr 2.
`Cc1cccc(OCc2nnc(SCC(=O)N3CCc4ccccc43)n2C)c1` gave E coli growth 2.2, HTR5A inv ctr 31, Mot1-301 SUMO -1, phage Ecoli inh 0.2, PKA-R1A act 9, CDK5 inh 1.8, DAGLB inhibitor -2, PKA-R2B activ 6, AddAB inh 0.8, Tat export inh 11 and HTR5A ag ctr 2.
CN(Cc1ccco1)C(=O)C(Cc1ccccc1)NS(=O)(=O)c1ccc2c(c1)CCC(=O)N2 (stereo not given) was read as E coli growth -0.4, HTR5A inv ctr -7, Mot1-301 SUMO 6, phage Ecoli inh 2.4, PKA-R1A act 0, CDK5 inh -0.3, DAGLB inhibitor 0, PKA-R2B activ 5, AddAB inh 5.6, Tat export inh 1 and HTR5A ag ctr 2.
COc1cccc(CN2CCNC(=O)C2CC(=O)NCCCN2CCCC2=O)c1 (stereo not given) was read as E coli growth -3.6, HTR5A inv ctr 2, Mot1-301 SUMO -13, phage Ecoli inh 0.7, PKA-R1A act 5, CDK5 inh 0.5, DAGLB inhibitor -4, PKA-R2B activ -4, AddAB inh 2.4, Tat export inh -6 and HTR5A ag ctr -3.
COc1ccc(C(C)=O)cc1COc1cccc2c1OC(C)(C)C2 was read as HTR5A inv ctr 12, Mot1-301 SUMO -3, phage Ecoli inh 1.3, PKA-R1A act -1, CDK5 inh 0.1, DAGLB inhibitor -7, PKA-R2B activ -12, Tat export inh -6 and HTR5A ag ctr 4.
Screening Cc1ccc(CC(=O)O/N=C(\N)c2ccncc2)cc1 returned E coli growth 1.3, HTR5A inv ctr -17, Mot1-301 SUMO 8, phage Ecoli inh 4.0, PKA-R1A act -14, CDK5 inh 1.0, DAGLB inhibitor -6, PKA-R2B activ -5, AddAB inh 2.3, Tat export inh -1 and HTR5A ag ctr -3.
`COCCSc1ccccc1C(=O)N1CCc2ccccc21` gave HTR5A inv ctr -1, Mot1-301 SUMO 141, phage Ecoli inh 1.8, PKA-R1A act -3, CDK5 inh -2.1, DAGLB inhibitor -2, PKA-R2B activ -6, Tat export inh 5 and HTR5A ag ctr 0.
`COc1ccc(F)cc1S(=O)(=O)Nc1cc2c3c(c1)CCN3C(=O)CC2` gave E coli growth 1.1, HTR5A inv ctr 6, Mot1-301 SUMO -10, phage Ecoli inh 2.0, PKA-R1A act -6, CDK5 inh -0.1, DAGLB inhibitor -3, PKA-R2B activ -4, AddAB inh 0.1, Tat export inh -6 and HTR5A ag ctr -2.
Screening O=C1CC(C(=O)N2CCCc3ccccc32)CN1c1ccc(F)cc1 (stereo not given) returned E coli growth -1.8, HTR5A inv ctr 26, Mot1-301 SUMO -4, phage Ecoli inh 0.2, PKA-R1A act 5, CDK5 inh -0.9, DAGLB inhibitor -1, PKA-R2B activ 3, AddAB inh 3.9, Tat export inh -2 and HTR5A ag ctr -2.
Screening CCOC(=O)c1sc(NC(=O)CSc2ncccn2)c(C#N)c1C returned HTR5A inv ctr -3, phage Ecoli inh -1.0, PKA-R1A act -6, CDK5 inh 5.1, DAGLB inhibitor 0, PKA-R2B activ -11, Tat export inh -14 and HTR5A ag ctr 1.
Screening O=C(NCCCSc1ccccc1)c1cnc(Cl)c(Cl)c1 returned E coli growth -0.8, HTR5A inv ctr 6, Mot1-301 SUMO 15, phage Ecoli inh 3.8, PKA-R1A act -2, CDK5 inh -1.2, DAGLB inhibitor -8, PKA-R2B activ 4, AddAB inh 2.2, Tat export inh -3 and HTR5A ag ctr -2.
For CCSc1nnc(NC(=O)CSc2nnc(Cc3cccn3C)n2CCc2ccccc2)s1 the results were E coli growth 0.2, HTR5A inv ctr -6, Mot1-301 SUMO 9, phage Ecoli inh 2.4, PKA-R1A act -9, CDK5 inh 1.7, DAGLB inhibitor 4, PKA-R2B activ -10, AddAB inh -0.8, Tat export inh -1 and HTR5A ag ctr -1.
CCOc1ccc(S(=O)(=O)NCCC(=O)NCc2cccnc2)cc1 was read as E coli growth 2.3, HTR5A inv ctr 4, Mot1-301 SUMO -20, phage Ecoli inh 1.0, PKA-R1A act 3, CDK5 inh 0.6, DAGLB inhibitor 1, PKA-R2B activ -16, AddAB inh 1.9, Tat export inh 20 and HTR5A ag ctr -1.
